uPA generation: qHTS for Inhibitors of Cell Surface uPA Generation. cell surface uPA generation assay, qHTS. Potency, µM (titrated, usually from 38.3 µM), for the others: top-dose activity change, negative = inhibition, hits mostly inhibitors. 330,000 tested, 0.31% active. AID 540303, 2011; active means well fitted inhibition curve with a large enough effect; inconclusive means small, poorly fitted or top-dose-only effect; inactive means no such curve, though single readings can be large or run the other way; tested in mouse RAW 264.7 cells; further: potency means the concentration at half of the fitted maximal effect; on the % scale 0 is the no-effect control and ±100 the full control effect; nearly all actives have a fitted effect of over 55% in size
B2AR arrestin: qHTS assay of beta-arrestin-biased ligands of beta2-adrenergic receptor. 330,000 tested, 0.02% active. Potency, µM (titrated, usually from 46.1 µM), without a hit: at the top dose activation, hits mostly activators. Beta-2 adrenergic receptor (Homo sapiens), P07550. beta-arrestin recruitment to beta2AR, cell-based reporter;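 further: potency means the concentration at half of the fitted maximal effect; 0% = DMSO controls and full agonism = EC100 isoproterenol or metaproterenol; nearly all actives have a fitted effect of over 65% in size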
Target sequence (P07550 whole entry, looked up): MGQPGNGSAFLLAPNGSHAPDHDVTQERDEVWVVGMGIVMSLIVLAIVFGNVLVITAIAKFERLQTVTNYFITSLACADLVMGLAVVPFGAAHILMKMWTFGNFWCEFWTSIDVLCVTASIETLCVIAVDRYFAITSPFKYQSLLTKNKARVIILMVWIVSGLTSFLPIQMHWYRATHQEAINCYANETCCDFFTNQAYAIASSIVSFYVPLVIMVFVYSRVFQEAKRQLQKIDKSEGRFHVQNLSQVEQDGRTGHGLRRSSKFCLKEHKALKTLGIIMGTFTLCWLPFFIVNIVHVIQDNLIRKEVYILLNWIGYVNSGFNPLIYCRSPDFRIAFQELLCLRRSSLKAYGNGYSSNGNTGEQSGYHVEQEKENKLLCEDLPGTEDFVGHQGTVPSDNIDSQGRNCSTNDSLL
S-ASM inh: Inhibitors of Secretory Acid Sphingomyelinase (S-ASM): qHTS; placental ASM, HMU-PC fluorogenic substrate, 60 min; 340,000 tested, 0.006% active; Potency, µM (highest dose often 57.5 µM), without a hit: at the highest dose activity change, negative = inhibition, hits mostly inhibitors; further: potency means the concentration at half of the fitted maximal effect
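Human placenta-derived ASM preincubated with compound 10 min at room temperature, then reacted with 9 uM (final) fluorogenic HMU-PC substrate for 60 min at 37 C. Stop solution raises pH to 10; fluorescence read at Ex 386/Em 447 nm.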
Eya2 phos inh: qHTS Assay for Inhibitors of the Phosphatase Activity of Eya2 | recombinant Eya2, OMFP fluorescence dephosphorylation (OMFP is methylfluorescein phosphate) | 330,000 tested, 0.006% active | Potency, µM (series often up to 76.9 µM), for the others: at the highest dose activity, negative = inhibition, most hits filed as inhibitors | Protein phosphatase EYA2 (Homo sapiens), O00167; further: potency means the concentration at half of the fitted maximal effect; on the % scale 0 is the no-effect control and ±100 the full control effect
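Eya2 (0.2 uM) preincubated 10 min at ambient with compound, then OMFP substrate added at 50 uM; 10 min reaction in 50 mM HEPES pH 7.5, 50 mM NaCl, 5 uM MgCl2, 0.05% BSA, 1 mM DTT. Fluorescence read at Ex 485/Em 525 nm.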
ELG1 genotoxic: qHTS screen for small molecules that induce genotoxicity in human embryonic kidney (HEK293T) cells expressing luciferase-tagged ELG1 | AID 504466, 2011 | 330,000 tested, 1.3% active | HEK293T ELG1-luciferase reporter, luminescence, 16 h | Potency, µM (highest dose often 46 µM), for the others: top-dose activity change, positive = activation, actives largely listed as activators; further: potency means the concentration at half of the fitted maximal effect; % of control where 0% means no effect; nearly all actives have a fitted effect of over 60% in size
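Step 1: seed 2,000 HEK293T ELG1-luciferase cells per well. Step 2: add compound or DMSO, incubate 16 hr at 37 °C. Step 3: ONE-Glo, 30 min at room temperature, read luminescence.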
TSG101-PTAP inh: qHTS Assay for Iinhibitors of HIV-1 Budding by Blocking the Interaction of PTAP/TSG101; AID 493005, 2010; 340,000 tested, under 10 active; Tumor susceptibility gene 101 protein (Homo sapiens), Q99816; Potency, µM (series often up to 115 µM), inactives show top-dose activity change, negative = inhibition, usual class: inhibitors; Fluorescence polarization, FITC-PTAP peptide / Tsg101 binding; active means well fitted inhibition curve with a large enough effect in the main read-out, with a control signal flat, not every such curve was filed as active; inconclusive means small, poorly fitted or top-dose-only effect, or effect the other way, or a change in a side signal; inactive means no such curve, though single readings can be large or run the other way; further: potency means the concentration at half of the fitted maximal effect; % of control where 0% means no effect
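Compounds were pin-transferred onto Tsg101 binding domain (10 uM final) in HEPES pH 7.5 buffer, then FITC-PTAP peptide was added at 50 nM final. After 20 min at RT, polarization reported peptide displacement across a qHTS concentration series.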
p53 reactivator: qHTS assay for re-activators of p53 using a Luc reporter; H1299 p53-A138V BP100-luciferase reporter, luminescence, 24 h; Potency, µM (series often up to 92.2 µM), without a hit: at the top dose activity change, positive = activation, hits mostly activators; 320,000 tested, 0.063% active; further: potency means the concentration at half of the fitted maximal effect; % of control where 0% means no effect; nearly all actives have a fitted effect of over 45% in size
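p53-null H1299 cells stably carrying temperature-sensitive p53-A138V and a BP100-luciferase reporter were pinned with compounds (4-point, 1:5 series) and held 24 hrs at 37 deg C. Luminescence was read 10 min after detection reagent.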
TRPV1 ag: HTS Assay for Compounds that Act as Agonists of the Vanilloid Receptor 1; Transient receptor potential cation channel subfamily V member 1 (Homo sapiens), Q8NER1; TRPV1-expressing cells, Fluo-8 calcium influx, agonist mode; activation, % at 8.33 µM; 320,000 tested, 0.19% active; in the data active means activation above about 80%; inconclusive means between about 30% and that limit; further: 0% is about no effect
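TRPV1-expressing cells were cultured overnight at 35.5C and loaded with Fluo-8 calcium dye for 40 to 90 min at room temperature. After a 10 s baseline, compound was added and calcium influx was read kinetically for 3 min (ex 480/em 520 nm).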
USP2a inh: qHTS Assay for Inhibitors of Ubiquitin-specific Protease USP2a Using CHOP2 as the Reporter | Potency, µM (doses to about 38.3 µM), inactives show top-dose activity change, negative = inhibition, hits mostly inhibitors | 330,000 tested, 0.01% active | USP2 core, Ub-CHOP2 coupled fluorogenic reporter, 485/531 | Ubiquitin carboxyl-terminal hydrolase 2 (Homo sapiens), O75604;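 further: potency means the concentration at half of the fitted maximal effect; plate controls were DMSO wells for no effect and full inhibition by NEM control for full effect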
Target sequence (O75604 whole entry, looked up): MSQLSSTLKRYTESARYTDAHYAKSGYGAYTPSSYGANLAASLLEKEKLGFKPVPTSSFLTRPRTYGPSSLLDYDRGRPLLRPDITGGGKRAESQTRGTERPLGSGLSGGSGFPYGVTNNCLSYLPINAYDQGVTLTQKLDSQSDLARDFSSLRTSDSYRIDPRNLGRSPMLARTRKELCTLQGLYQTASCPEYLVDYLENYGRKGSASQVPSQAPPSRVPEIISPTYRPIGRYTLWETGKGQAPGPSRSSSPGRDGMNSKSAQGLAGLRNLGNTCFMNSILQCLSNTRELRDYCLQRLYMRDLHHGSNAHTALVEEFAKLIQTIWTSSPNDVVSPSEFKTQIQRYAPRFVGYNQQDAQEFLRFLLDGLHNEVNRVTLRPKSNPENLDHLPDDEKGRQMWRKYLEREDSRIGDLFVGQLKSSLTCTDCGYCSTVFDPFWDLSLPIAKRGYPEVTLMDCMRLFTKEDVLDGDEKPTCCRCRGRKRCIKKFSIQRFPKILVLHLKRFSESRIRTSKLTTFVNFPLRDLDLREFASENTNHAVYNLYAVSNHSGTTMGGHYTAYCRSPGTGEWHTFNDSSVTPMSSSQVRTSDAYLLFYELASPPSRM
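USP2 core (10nM final) preincubated 30min RT with compound in 20mM Tris-HCl pH 8.0, 2mM CaCl2, 2mM beta-mercaptoethanol, 0.05% CHAPS; 25nM Ub-CHOP2 plus 25nM reporter substrate added, fluorescence (Ex485/Em531) read after 60min.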
BRCA1 expr up: qHTS Assay to Identify Small Molecule Activators of BRCA1 Expression. MCF7-BRCA1-FFLuc reporter, luminescence, 48 h; response scale: scaled: vehicle 0%, 10 µM genistein 100%. Potency, µM (doses to about 46.1 µM), inactives show at the highest dose activation, most hits filed as activators. 380,000 tested, 1.1% active. AID 624202, 2012; further: potency means the concentration at half of the fitted maximal effect; nearly all actives have a fitted effect of over 80% in size; some results filed as inactive show a strong effect at the top dose
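Quantitative HTS in MCF7 cells stably reporting BRCA1 expression via firefly luciferase. Compound treatment lasts 48 h at 37 °C in phenol-red free MEM. Activation is expressed relative to genistein at 10 microM and DMSO.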
a7 integrin act: qHTS for Activators of Integrin-Mediated Alleviation for Muscular Dystrophy; alpha7betagal myoblasts, beta-gal FDG fluorescence, 48 h; Potency, µM (top dose mostly 38.3 µM), for inactives: at the highest dose activation, usual class: activators; 350,000 tested, 0.064% active; AID 624291, 2012;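 further: potency means the concentration at half of the fitted maximal effect; 100% = response of the positive control SU9516; nearly all actives have a fitted effect of over 60% in size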
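alpha7betagal+/- myoblasts (passage 13, 250/well) treated 48 h at 37C with compounds at 1:260 dilution of DMSO stock. Lysed, then beta-galactosidase activity read as FDG fluorescence (ex 480/em 540) after 30 min, with pre-read for autofluorescence.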
The depositor's hits bear a star; ? = inconclusive; nt = not tested or not shown; [ ] = remark or other dose. Unless noted, the call rests on the fitted dose curve; in most records, active means well fitted curve in the direction sought with a large enough effect; inconclusive means small, poorly fitted or top-dose-only effect, or another doubt; inactive means no such curve, though single readings can be large; an effect the other way counts as inactive or inconclusive.

SMILES	uPA generation	B2AR arrestin	S-ASM inh	Eya2 phos inh	ELG1 genotoxic	TSG101-PTAP inh	p53 reactivator	TRPV1 ag	USP2a inh	BRCA1 expr up	a7 integrin act
O=C(NCC1CCCO1)C(=O)N/N=C/c1ccccc1C(=O)O (stereo not given)	3%	0.4%	11%	1%	3%	-1%	3%	1	1%	0%	25%
CCOc1ccccc1N(CC(=O)N1CCOCC1)S(=O)(=O)c1ccc(SC)cc1	3%	-0.5%	3%	-8%	0%	0%	-7%	8	3%	-24%	18%
COC(=O)c1c(C)[nH]c(C(=O)OCC(=O)N2c3ccccc3NC(=O)C2(C)C)c1C	1%	-0.2%	5%	-6%	-4%	-2%	4%	-1	6%	-37%	-41%
CCCCC(O)(CCCC)C(=O)NN(C(=O)OC)c1ccccc1	-5%	0.3%	8%	6%	-2%	-11%	-4%	6	0%	-33%	21%
Oc1ccc(Br)cc1/C=N/N1CCN(Cc2ccccc2)CC1	4%	-0.5%	3%	-8%	3%	-1%	24%	5	1%	39%	10%
Cc1nc(N2CCN(c3ccccn3)CC2)c2c(C)c(C(=O)N3CCN(c4ccccc4F)CC3)sc2n1	-6%	-0.3%	-8%	7%	-19%	-2%	-1%	-3	-8%	-51%	?
CCc1cn(S(=O)(=O)c2ccccc2OC)nc1N	nt	0.0%	-2%	-1%	9%	-5%	3%	-1	6%	3%	-14%
Cc1ccc(-c2ccnc3c(Br)c(C)nn23)cc1	-3%	0.3%	0%	?	2%	-6%	-3%	9	0%	-35%	-36%
OCCNCCOCCOc1ccccc1-c1ccccc1	2%	-0.5%	nt	7%	-5%	-2%	1%	10	5%	-26%	-51%[inhibitor]
O=C(C[n+]1ccccc1)N/N=C/c1ccccc1C(F)(F)F	8%	-0.2%	5%	-8%	-4%	-4%	-1%	-1	1%	-1%	?
O=C(NC1CCN(C(=O)c2cccc([N+](=O)[O-])c2)CC1)c1ccccc1	3%	-0.2%	2%	7%	1%	-3%	4%	-2	3%	-4%	7%
COc1ccc(CN2CCOCC2)c(C)c1C	nt	-0.2%	2%	17%	-6%	-3%	6%	0	-1%	1%	-17%
CN(C(=O)COC(=O)c1cc2ccccc2cc1O)C1CCCCC1	-9%	-1.5%	9%	1%	1%	-6%	?	8	1%	13%	20%
CCOc1ccc(S(=O)(=O)N2CCN(C(=O)c3ccncc3)CC2)cc1	2%	-0.3%	-2%	-18%	-3%	-3%	0%	-2	2%	9%	40%
O=C(Nc1ccc([N+](=O)[O-])c(NC(=O)c2cccnc2)c1)c1cccnc1	5%	nt	0%	nt	nt	0%	nt	nt	nt	-26%	8%
C=CCn1c(=O)c2c(nc3n2CCCN3CCc2ccccc2)n(C)c1=O	0%	-0.9%	-1%	-8%	-4%	-1%	-1%	2	1%	-28%	-2%
CC(C)C[C@H](NC(=O)[C@@H](Cc1ccccc1)n1c(=O)[nH]c2ccccc2c1=O)C(=O)N[C@@H](Cc1ccccc1)C(=O)O	-8%	0.0%	7%	5%	2%	-2%	7%	1	2%	-22%	6%
O=C(CSc1ncnc2sc3c(c12)CCCC3)NC1CCS(=O)(=O)C1 (stereo not given)	-2%	-0.9%	2%	1%	0%	-4%	3%	nt	-3%	-13%	-14%
O=[N+]([O-])c1ccc(Cc2nnc(-c3ccc(F)cc3)o2)cc1	-30%	-0.2%	-3%	2%	-4%	6%	?	16	1%	100%	14%
O=C(O)c1cccc(-n2c(/C=C/c3ccccc3)nc3ccccc3c2=O)c1	-5%	-0.1%	2%	5%	2%	0%	6%	-4	5%	-31%	-19%
COC(=O)c1ccccc1NC(=O)COc1ccccc1[N+](=O)[O-]	-6%	-0.3%	-3%	13%	0%	-3%	1%	15	-4%	-46%	-22%
O=C1OC(c2ccccc2)(c2cc(Br)c(O)c(Br)c2)c2ccccc21 (stereo not given)	-4%	nt	20%	nt	nt	-7%	nt	nt	nt	-18%	-21%
COc1ccc(S(=O)(=O)N2CCN(CC(=O)N3CCOCC3)CC2)cc1OC	4%	-0.7%	2%	3%	1%	0%	1%	nt	2%	-14%	19%
CN1CCC(N(C)CC(O)c2ccccc2)CC1 (stereo not given)	3%	-0.6%	9%	3%	-6%	-1%	-3%	-3	-1%	0%	-30%
COc1ccccc1CCc1nnc(CCC(=O)NC(C)Cc2cccc(C)n2)o1 (stereo not given)	-3%	0.0%	4%	20%	-1%	-6%	-5%	0	3%	2%	5%
COc1ccc(C(CNC(=O)C(CCSC)NC(=O)c2ccccc2Cl)N2CCCC2)cc1 (stereo not given)	-62%	0.0%	7%	-14%	-1%	-2%	-2%	-2	-2%	6%	20%
CCc1nnc(NC(=O)c2cc(S(=O)(=O)N(C)c3ccc(OC)cc3)ccc2Cl)s1	-1%	-0.5%	-3%	-13%	-1%	-4%	9%	9	-1%	-10%	35%
O=C(NCc1ccccc1)c1c(O)c2ccccc2[nH]c1=O	1%	0.4%	-5%	-5%	9%	1%	-41%[inhibitor]	0	4%	14%	6%
Cc1cc(C)nc(SCC(=O)Nc2ccnc3ccccc23)n1	-5%	0.1%	0%	-1%	-9%	3%	-1%	-2	1%	-18%	-47%[inhibitor]
CN(Cc1ccccc1)CC1CCCN(CCc2ccccc2F)C1 (stereo not given)	1%	-0.9%	2%	-1%	-6%	-6%	26%	0	3%	-33%	-28%
O=C(N/C(=C/c1cccs1)c1nc2ccccc2[nH]1)c1ccccc1	4%	-0.3%	73%	-27%	1%	-5%	23%	3	4%	6%	-23%
CC(=O)N1CCc2cc(S(=O)(=O)NC(Cc3ccccc3)C(=O)Nc3cc(C)ccn3)ccc21 (stereo not given)	10%	0.4%	-1%	5%	-1%	-1%	-4%	0	-1%	-5%	-16%
COc1ccc(/C=N/NC(=O)C2(C)NC(C)(C)Cc3ccccc32)cc1 (stereo not given)	3%	-0.1%	-1%	4%	-1%	-1%	-2%	1	0%	4%	12%
CCC(=O)NCCc1cc2ccc(C)c(C)c2[nH]c1=O	-2%	0.3%	4%	0%	13%	-5%	16%	0	4%	19%	21%
COc1ccc(/C=N/NC(=O)CCC(=O)Nc2ccccc2)cc1OC	-8%	0.2%	3%	-10%	0%	0%	-4%	-2	0%	-3%	-5%
O=C(Nc1c2c(nn1-c1cccc(Cl)c1)CS(=O)(=O)C2)c1ccco1	-8%	0.0%	-1%	0%	0%	-4%	-3%	3	3%	0%	-11%
CC(C)Oc1ccc(N2CC(C(=O)Nc3ccccc3F)CC2=O)cc1 (stereo not given)	9%	-0.2%	-2%	7%	-2%	0%	-3%	1	2%	-30%	-1%
O=C(O)c1ccccc1C(=O)c1cccc2ccccc12	5%	-1.5%	-5%	2%	-4%	-1%	-4%	1	-2%	-12%	1%
COc1cc(N)c2ncccc2c1Cl	-5%	nt	6%	nt	nt	3%	nt	nt	nt	-17%	21%
O=C1c2ccccc2C(=O)N1CN(C(=O)c1ccccc1[N+](=O)[O-])c1ccc(F)cc1	1%	-0.7%	-3%	2%	3%	-2%	-3%	10	1%	-14%	-1%
CCn1c(SCC(=O)NCc2ccccc2)nc2nc3c(cc2c1=O)CCCC3	-7%	-0.3%	-1%	7%	-7%	-1%	8%	5	1%	-12%	13%
Cc1ccccc1C(=O)Nc1ccnn1C1CCN(CCCc2ccccc2)CC1	10%	0.0%	1%	4%	-4%	nt	5%	-10	-4%	1%	-25%
CCCCOC(=O)C(C)Sc1n[nH]c(=O)[nH]c1=O (stereo not given)	8%	0.1%	2%	-13%	-1%	-4%	0%	2	-2%	-10%	7%
Cc1ccc(CC(=O)Nc2cccnc2)cc1	11%	0.1%	1%	10%	-1%	-1%	0%	1	-1%	-6%	21%
N/C(CS(=O)(=O)c1ccccn1)=N\OC(=O)c1ccc(Cl)cc1	11%	8.5%	-1%	5%	9%	-2%	18%	0	2%	?	-17%
COC(=O)C(C)(C)ONC(=O)Nc1ccccc1	4%	9.1%	6%	-8%	-2%	0%	0%	-9	3%	-16%	-2%

High-throughput results (PubChem BioAssay)

Compounds as they come. About 2.6% of those tested had a hit in this group.
